Screening data deposited in PubChem by Sanford-Burnham Center for Chemical Genomics.
hIAP act: increases human intestinal alkaline phosphatase activity | purified human IAP, CDP-Star luminescence, 30 min; active compounds read high; 1 = vehicle-only enzyme, 0 = enzyme-free background | activation factor at 10 µM | 0.16% of 330,000 active | AID 2524 | P09923;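 active = activation factor of the enzyme at least 2-fold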; also: the source names both 10 and 20 µM as test concentration; values of inactives mirror those of a sister screen read the other way
mIAP block: blocks mouse intestinal alkaline phosphatase. 0.2% of 330,000 active. inhibition, % at 10 µM. purified mouse IAP, CDP-Star luminescence, 30 min;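 active = inhibition of at least 40% at 10 µM in the primary screen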;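 also: plate controls were DMSO with enzyme for no effect and no enzyme wells for full effect; values of inactives mirror those of a sister screen read the other way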
MIN6 prolif: induces beta-cell replication in MIN6 cells; MIN6 cells proliferation, ATPlite luminescence, 48 h; cells starved in 0.2% serum; 100% = growth in 10% serum; proliferation, % at 10 µM; 0.29% of 330,000 active;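 active = compounds whose signal lies at least 3.5 SD above the mean of all wells on their plate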;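 also: 0% = DMSO-treated cells in low-serum medium and 100% = 10% serum control; some compounds called inactive have numbers as strong as hits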
SENP1 inh: SENP1 (human) catalytic domain inhibition; Q9P0U3; recombinant SENP1 catalytic domain, CyPet-SUMO1-YPet FRET cleavage; inhibition, % at 10 µM; 0.21% of 360,000 active;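 active = inhibition at least 30% at 10 µM, raw YFP signal under a set limit, fluorescence ratio 0.5 to 1.5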;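 also: 0% = enzyme with DMSO and 100% = no enzyme wells; some results filed as inactive read as strong as hits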
Target sequence (Q9P0U3 419-644 limits assumed): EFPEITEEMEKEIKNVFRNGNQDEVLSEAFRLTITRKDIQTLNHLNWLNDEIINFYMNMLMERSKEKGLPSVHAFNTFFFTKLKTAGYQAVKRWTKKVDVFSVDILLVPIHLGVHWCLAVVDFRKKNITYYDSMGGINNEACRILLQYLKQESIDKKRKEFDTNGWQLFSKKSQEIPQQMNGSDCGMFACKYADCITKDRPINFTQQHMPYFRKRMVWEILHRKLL
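Material: hSENP1 catalytic domain, recombinant; medium: Tris pH 8 with BME, BSA, NP40 and catalase; compound: single concentration of 10 µM compound, 0.5% DMSO final; technique: FRET read of cyan and yellow fluorescence; timing: 50 min enzyme reaction, room temperature, light-protected; reagent: SFCypet-SUMO1-SFYpet substrate at 25 nM; control set: no-enzyme low, enzyme-DMSO high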
mIAP activ: mouse IAP activation; muIAP, CDP-Star luminescence, 30 min; active compounds read high; 1 = vehicle-only enzyme signal, 0 = enzyme-free wells; activation factor at 10 µM; 0.24% of 330,000 active;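 active = activation factor of at least 2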; also: the source names both 10 and 20 µM as test concentration; values of inactives mirror those of a sister screen read the other way
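System: mouse IAP enzyme. Reagent: CDP-Star chemiluminescent phosphatase substrate. Benchmarks: DMSO wells, no-enzyme wells. Times: 30 min enzyme-substrate-compound incubation at room temperature. Detection: luminescence from enzymatic CDP-Star hydrolysis. Doses: test compounds delivered from DMSO solution.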
A3A deaminase: inhibitors of human APOBEC3A DNA deaminase; P31941; AID 493011; inhibition, % at 20 µM; recombinant A3A, FAM/TAMRA ssDNA deamination fluorescence; 0.41% of 330,000 active;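 active = at least 40% inhibition at 20 µM here, with at most 30% in a related deaminase screen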;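 also: plate controls were A3A with DMSO for no effect and wells lacking A3A enzyme for full effect; some results filed as inactive read as strong as hits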
Target sequence (P31941 whole entry, looked up): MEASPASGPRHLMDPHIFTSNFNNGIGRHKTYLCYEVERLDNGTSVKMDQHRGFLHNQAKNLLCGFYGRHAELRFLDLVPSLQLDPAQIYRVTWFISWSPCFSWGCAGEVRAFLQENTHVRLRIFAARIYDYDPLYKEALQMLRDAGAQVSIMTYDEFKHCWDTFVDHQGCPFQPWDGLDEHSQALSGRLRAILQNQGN
A3G deaminase: blocks human APOBEC3G single-stranded DNA deamination; AID 493012; 0.28% of 330,000 active; inhibition, % at 20 µM; recombinant A3G, ssDNA deamination FAM/TAMRA fluorescence;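 active = inhibition of at least 40% at 20 µM, with no more than 30% in the related APOBEC3A deaminase screen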;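 also: plate controls were DMSO wells with A3G for no effect and wells lacking A3G enzyme for full effect; some compounds called inactive have numbers as strong as hits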
Target sequence (Q9HC16 whole entry, looked up): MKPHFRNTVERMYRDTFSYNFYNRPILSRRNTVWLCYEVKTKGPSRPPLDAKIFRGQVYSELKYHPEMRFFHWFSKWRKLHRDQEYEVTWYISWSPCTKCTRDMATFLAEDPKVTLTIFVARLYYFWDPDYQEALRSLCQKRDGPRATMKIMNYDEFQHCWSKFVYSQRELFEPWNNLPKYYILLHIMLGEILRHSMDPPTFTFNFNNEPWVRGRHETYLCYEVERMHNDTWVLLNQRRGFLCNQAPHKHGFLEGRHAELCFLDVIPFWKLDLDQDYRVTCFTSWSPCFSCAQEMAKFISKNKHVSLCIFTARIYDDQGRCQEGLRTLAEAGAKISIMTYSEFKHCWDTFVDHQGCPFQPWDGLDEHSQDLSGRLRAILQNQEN
hIAP inh: human IAP inhibition; 0.12% of 330,000 active; AID 2544; inhibition, % at 10 µM; purified IAP, CDP-Star luminescence, 30 min;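 active = inhibition reaching a set limit with compound at 10 µM in the primary screen, cut at about 35% in these data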;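 also: plate controls were DMSO wells with enzyme for no effect and no-enzyme buffer wells for full effect; values of inactives mirror those of a sister screen read the other way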
NLRP3 yeast inh: inhibitors of NALP3 inflammasome in yeast | Yeast reconstituted NLRP3/ASC/caspase-1, beta-gal luminescence, 24 h | inhibition, % at 10 µM | 0.39% of 330,000 active;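 active = inhibition of 50% or more; inactive = inhibition below 50%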;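 also: plate controls were induced DMSO wells for no effect and uninduced yeast grown without galactose for full effect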
Active calls of the source: *. An excerpt, so the mix of outcomes need not match the whole.

Start of the data: the first 5 compounds as a preview:
SMILES	hIAP act	mIAP block	MIN6 prolif	SENP1 inh	mIAP activ	A3A deaminase	A3G deaminase	hIAP inh	NLRP3 yeast inh
O=C(CSc1ncnc2c1cnn2-c1cccc(Cl)c1)NCC1CCCO1 (stereo not given)	1.03	5.7	-4.0	1.2	0.943	-3.2	-6.8	-3.0	6.1
COc1cccc(Cn2cc(N)cn2)c1	0.977	9.5	-3.3	2.0	0.905	-6.0	-12.0	2.3	19.2
c1ccc(-c2ccccc2OCc2nnc3n2CCC3)cc1	1	3.9	-3.2	1.2	0.961	-2.7	-8.6	-0.5	-0.8
OCC1(Cc2ccccc2)CCCN(Cc2c[nH]c3ccccc23)C1 (stereo not given)	1.03	0.4	-3.4	1.7	0.996	2.7	-3.5	-3.3	19.9
Cc1cccc(C(=O)Nc2ccc(N3CCN(c4ccc(C(F)(F)F)cn4)CC3)nc2)c1	0.986	-1.4	1.0	-3.7	1.01	3.4	20.9	1.4	13.0

All compounds of this part, from the start:
SMILES	hIAP act	mIAP block	MIN6 prolif	SENP1 inh	mIAP activ	A3A deaminase	A3G deaminase	hIAP inh	NLRP3 yeast inh
O=C(CSc1ncnc2c1cnn2-c1cccc(Cl)c1)NCC1CCCO1 (stereo not given)	1.03	5.7	-4.0	1.2	0.943	-3.2	-6.8	-3.0	6.1
COc1cccc(Cn2cc(N)cn2)c1	0.977	9.5	-3.3	2.0	0.905	-6.0	-12.0	2.3	19.2
c1ccc(-c2ccccc2OCc2nnc3n2CCC3)cc1	1	3.9	-3.2	1.2	0.961	-2.7	-8.6	-0.5	-0.8
OCC1(Cc2ccccc2)CCCN(Cc2c[nH]c3ccccc23)C1 (stereo not given)	1.03	0.4	-3.4	1.7	0.996	2.7	-3.5	-3.3	19.9
Cc1cccc(C(=O)Nc2ccc(N3CCN(c4ccc(C(F)(F)F)cn4)CC3)nc2)c1	0.986	-1.4	1.0	-3.7	1.01	3.4	20.9	1.4	13.0
CC(C)c1[nH]nc2c1C(c1ccco1)C(C#N)=C(N)O2 (stereo not given)	0.862	-2.2	0.2	1.0	1.02	-4.4	-7.5	13.8	18.6
CC1CC[C@@]2(OC1)O[C@H]1CC3[C@@H]4C[C@@H](O)[C@@]5(O)C[C@@H](O)[C@H](O)C[C@]5(C)[C@H]4CC[C@]3(C)[C@H]1[C@@H]2C (stereo not given in full)	1.11	4.2	2.9	2.9	0.958	-3.0	-6.9	-11.4	18.0
O=C(c1ccc(Cn2c(=S)[nH]c3ccc(N4CCOCC4)cc3c2=O)cc1)N1CCN(c2ccc(F)cc2)CC1	1.04	5.5	-4.7	-49.7	0.945	-1.6	-8.7	-3.6	-3.0
CSCC[C@H](NC(=O)c1cc([N+](=O)[O-])ccc1Cl)c1nc2ccccc2[nH]1	0.87	11.9	-4.6	-2.5	0.881	2.5	-1.3	13.0	-2.7
COc1ccc(N(CC(=O)N2CCN(Cc3ccccc3)CC2)S(C)(=O)=O)c(OC)c1	1.04	-6.8	-1.5	0.5	1.07	-1.6	-1.4	-4.5	6.6
CCCC(C)NC(=S)Nc1cc(C)cc(C)c1 (stereo not given)	1.2	-34.9	-6.6	0.5	1.35	1.9	-5.5	-19.6	-18.1
N#Cc1cnn2cc(CCN3CCOCC3)c(-c3ccc(F)cc3)nc12	1.02	10.1	-1.0	0.9	0.899	7.1	-0.4	-1.6	2.8
N#CC1CCCc2c1[nH]c1ccc([N+](=O)[O-])cc21 (stereo not given)	0.932	11.2	2.4	3.6	0.888	-0.6	-3.9	6.8	22.4
O=C(N/N=C/c1cc([N+](=O)[O-])ccc1O)C(O)(c1ccccc1)c1ccccc1	1.32	25.5	-3.1	-12.1	0.745	-2.1	-12.8	-31.8	25.9
c1ccc(C2c3[nH]c4ccccc4c3CCN2Cc2cccn2-c2ccccn2)nc1 (stereo not given)	1.04	12.3	-1.9	-31.6	0.877	-5.1	-7.7	-4.0	-6.4
Cc1c(NC(=O)Nc2ccc(C#N)cc2)c(=O)n(-c2ccccc2)n1C	1.04	3.6	-2.7	2.1	0.964	-2.9	-11.7	-4.3	12.9
O=C1Nc2ccc(Br)cc2C1Cc1ccccc1F (stereo not given)	1.22	-1.9	-1.6	-7.0	1.02	0.6	-6.6	-21.6	21.0
O=C(COC(=O)C1(c2ccccc2F)CCCC1)NCc1ccc2c(c1)OCO2	0.95	9.7	1.2	1.6	0.903	-1.0	-4.8	5.0	12.3
CCCCn1c(SCC(=O)Nc2cc(C(F)(F)F)ccc2Cl)nnc1C(CC)N(C)C (stereo not given)	0.965	2.9	-1.7	0.9	0.971	-5.2	-11.6	3.5	8.7
O=C(N/N=C/c1ccc(-c2ccccc2Cl)o1)c1ccccc1	1.1	0.7	-3.1	-1.6	0.993	2.7	-2.9	-9.6	-1.0
Cc1c(C(=O)Nc2nc3ccccc3[nH]2)oc2ccccc12	1.03	5.4	0.0	-11.4	0.946	4.9	-1.2	-3.0	61.2*
c1ccc(Oc2cccc(OCCn3cncn3)c2)cc1	0.803	-7.0	-0.8	1.5	1.07	-1.8	-1.0	19.7	6.1
Cc1cccc(-c2nc(CSCC(=O)NCCCN3CCOCC3)c(C)o2)c1	0.901	-8.0	-0.7	0.3	1.08	-4.1	-8.9	9.9	-1.6
Cc1ccc(N(CCC#N)C(=O)CCl)cc1C	1.17	5.8	-5.4	1.4	0.942	0.2	0.9	-17.2	-5.2
CC(C)(C)C(CN1CCCC1)OC(=O)c1ccccc1 (stereo not given)	1.01	0.8	-2.3	1.4	0.992	-3.2	-8.2	-1.4	15.1
CCOc1ccc(S(=O)(=O)N(CC)CC)cc1N	0.888	4.9	-2.3	0.8	0.951	-4.6	-4.5	11.2	14.0
CC(=O)Nc1cccc(-c2csc(Nc3cccc(C)n3)n2)c1	0.913	-2.7	-4.1	2.6	1.03	-1.5	-0.9	8.7	9.4
CCCNC(=O)c1ccc(N2CCC3(CC2)CC(c2ccccc2)=NO3)c(NC(=O)c2ccccc2)c1	0.858	3.0	-3.4	0.9	0.97	3.0	0.5	14.2	23.3
CC1CN(S(=O)(=O)c2cccc(C(=O)OCC(=O)N3CCCCCC3)c2)CC(C)O1 (stereo not given)	1.1	-1.7	1.5	1.8	1.02	-1.1	-3.0	-9.6	0.0
COC(=O)c1ccc(Nc2cc(C)nc3ccccc23)cc1	1.19	-3.1	-3.5	0.6	1.03	-3.9	-9.2	-19.1	13.7
CC1Cc2nc(SCC(=O)Nc3ccc(F)cc3)n(C)c(=O)c2S1 (stereo not given)	0.831	-2.9	3.4	0.1	1.03	-1.4	0.1	16.9	6.9
CCOC(=O)c1c2c(c(=S)n(-c3ccccc3)c1N)CCC2	0.914	16.7	-3.1	4.7	0.833	-1.2	-1.5	8.6	-3.8
CC(NC(=O)C(c1ccccc1)c1ccccc1)C(=O)N1CCCCC1 (stereo not given)	1.05	2.5	1.0	2.7	0.975	-2.1	-7.5	-5.3	10.9
CC(C)N1C(=O)CSC1c1ccc(Br)cc1 (stereo not given)	0.9	8.5	1.1	0.4	0.915	-4.1	-7.2	10.0	-2.6
Fc1ccc(-n2nnc(-c3nccs3)n2)cc1	1.02	2.7	-4.2	-0.6	0.973	-2.8	-5.6	-2.3	17.4
O=S(=O)(c1ccc(Br)cc1)N1CCCN(Cc2cccc(F)c2)CC1	0.81	9.7	-0.1	3.5	0.903	8.0	0.6	19.0	30.0
Cc1cc(C)c(S(=O)(=O)N2CCOC2CNC(=O)C(=O)NCCc2ccc(S(N)(=O)=O)cc2)c(C)c1 (stereo not given)	0.928	14.5	-2.6	-0.7	0.855	1.5	3.8	7.2	2.1
CCOC(=O)c1ccccc1NC(=O)CSc1nnc(Cc2cccn2C)n1-c1ccc(F)cc1	1.02	2.3	-1.3	-1.6	0.977	5.0	-2.2	-2.3	4.2
CC(C)(C)OC(=O)NC1CONC1=O (stereo not given)	0.951	0.7	1.2	2.4	0.993	-1.3	-6.1	4.9	-7.3
CN(CC(=O)Nc1cccc(F)c1)C(=O)c1ccccc1-n1cnnn1	1.19	7.1	-1.9	-1.9	0.929	-3.3	-5.7	-18.6	15.1
COc1ccc2c(c1OC)C(=O)N1C2SC[C@H]1C(=O)NC1CCCCC1 (stereo not given in full)	0.972	-4.1	-4.2	-0.5	1.04	-9.7	-2.9	2.8	-11.1
CCOCCCNC(=O)COc1ccc(OC)cc1	1.27	2.8	-0.4	-1.2	0.972	-3.1	-5.2	-26.6	-3.0
CC1CCc2c(sc3ncn4c(SCC(=O)NCc5ccco5)nnc4c23)C1 (stereo not given)	0.805	-5.6	-2.3	1.9	1.06	-0.7	0.7	19.5	16.4
COc1ccc(CCNC(=O)CCS(=O)(=O)Cc2ccccc2C)cc1OC	1.36	4.7	3.9	5.4	0.953	3.1	0.7	-36.4	18.9
CCN(C(=O)CSc1nc2cc(C(=O)OC)ccc2c(=O)n1Cc1ccco1)c1cccc(C)c1	1.08	3.3	-6.0	0.6	0.967	-2.9	-8.1	-8.3	21.5
Fc1ccc(C2NC(=S)NC3=C2N2CCC3CC2)cc1 (stereo not given)	0.983	-3.4	1.4	0.9	1.03	-2.0	-1.0	1.7	0.2
CCSc1ncc(/C=N/Nc2ccc(Cl)cc2)n1C	1.1	-5.2	-3.8	-6.6	1.05	-4.0	-4.3	-10.1	34.6
N#C/C(=C\c1c(N2CCC(C(N)=O)CC2)nc2ccccn2c1=O)S(=O)(=O)c1ccccc1	0.864	3.5	0.5	-39.3	0.965	3.6	0.9	13.6	8.9
NNCCc1ccccc1	1.34	-5.9	-4.2	-1.3	1.06	-3.4	1.5	-34.0	4.5
COc1ccc(C2=NN(C(=O)COc3ncnc4ccccc34)C(c3ccco3)C2)cc1 (stereo not given)	1.07	8.8	2.6	4.1	0.912	-3.3	-9.3	-7.4	16.7
CN(CCOc1ccccc1)C(=O)c1ccc2c(=O)n3c(nc2c1)CCC3	0.94	9.2	-3.9	-2.3	0.908	1.2	0.2	6.0	5.3
COc1cc2c(cc1NC(=O)C(C)OC(=O)C1CC(=O)N(Cc3ccco3)C1)oc1ccccc12 (stereo not given)	1.2	7.1	-2.6	0.0	0.929	-15.3	-8.3	-20.2	15.2
O=C(CC1Oc2ccccc2NC1=O)NCCCN1CCOCC1 (stereo not given)	0.801	9.8	-0.8	-0.4	0.902	0.3	-1.5	19.9	12.8
CC1=NNC(=O)C1CC(=O)N/N=C/C(Br)=C/c1ccccc1 (stereo not given)	0.747	8.1	-4.0	0.7	0.919	3.9	-4.0	25.3	17.5
O=C1C=CC(=O)N1CCNc1ncc(C(F)(F)F)cc1Cl	1.15	3.7	-5.4	1.8	0.963	0.9	11.9	-14.5	-46.1
COc1cccc(CN2CC(C(=O)NCCCc3ccncc3)CCC2=O)c1 (stereo not given)	0.968	5.8	-3.3	0.3	0.942	0.9	-2.6	3.2	5.9
